Assay outcomes as filed in PubChem.
GALR2 blocker: antagonists of human galanin receptor 2 (GALR2) | O43603 | GALR2-expressing cells, antagonist mode | inhibition, % at 4 µM | 140,000 tested, 0.39% active | AID 828; in the data active means inhibition above about 27%;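 further: cells stimulated with galanin 1-16 at roughly its EC80; 0% = agonist challenge control and 100% = basal control without agonist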
Target sequence (O43603 whole entry, looked up): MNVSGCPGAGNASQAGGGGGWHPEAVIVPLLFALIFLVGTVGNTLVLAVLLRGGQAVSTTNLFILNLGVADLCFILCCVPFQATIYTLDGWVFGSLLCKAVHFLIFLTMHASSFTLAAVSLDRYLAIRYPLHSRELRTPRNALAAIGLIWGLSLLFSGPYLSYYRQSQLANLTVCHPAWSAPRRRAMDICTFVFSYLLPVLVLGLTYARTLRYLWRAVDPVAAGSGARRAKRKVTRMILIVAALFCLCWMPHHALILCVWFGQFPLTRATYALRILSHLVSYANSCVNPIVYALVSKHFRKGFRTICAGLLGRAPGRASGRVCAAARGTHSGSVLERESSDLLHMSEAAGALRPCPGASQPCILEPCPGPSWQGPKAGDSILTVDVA
HCT116 bCat-KO: beta-catenin-lacking colon tumor cell growth suppression | HCT116 beta-catenin knockout viability, CellTiter-Glo, 60 h; stronger effect = lower value | viability, % at 10 µM | 140,000 tested, 1.5% active | AID 818;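 active means viability at or under a set limit, the compound median less 4 SD, cut at about 6% in these data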;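 further: 0% = Hyamine 1622 control at 20 µM and 100% = untreated cell control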
Phagocytosis inh: blocks phagocytosis by macrophages; J774A.1 macrophage IgG-bead phagocytosis, imaging; inhibition, % at 5 µM; 110,000 tested, 0.07% active;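 active means inhibition above the mean of the plate negative controls plus 5 SD, cut at about 13% in these data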;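 further: phagocytic index as fraction of beads internalized from green versus red external bead signal; plate controls were DMSO negative control for no effect and cytochalasin-D positive control for full effect; some results beyond the cut were filed as inactive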
MRP1 act: MRP-1 activation | H69AR cells + doxorubicin, viability rescue, CellTiter-Glo | viability increase, % at 10 µM | 140,000 tested, 0.61% active;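 active means viability gain under doxorubicin at or above a set limit, the compound median plus 3 SD, cut at about 4.7% in these data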;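 further: MRP-1 overexpressing cells given doxorubicin 25 µM after compound pretreatment; 18-22 h compound pretreatment then 72 h with doxorubicin before readout; 0% = doxorubicin-only wells and 100% = vehicle-treated cells without doxorubicin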
PTEN del growth: growth suppressors of cells with PTEN tumor suppressor deletion; viability, % at 10 µM; AID 827; HCT116 PTEN-null viability, CellTiter-Glo, 60 h; stronger effect = lower value; 140,000 tested, 1.2% active;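 active means viability at or below a set limit, 4 SD under the median of all tested compounds, cut at about 3.7% in these data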;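 further: PTEN knockout HCT116 line with beta catenin targeted HCT116 as companion control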
Yeast lifespan up: yeast lifespan extension; S. cerevisiae growth with nicotinamide, OD615; deaD strain in restrictive glucose medium; inhibition of the nicotinamide effect, % at 10 µM; 130,000 tested, 0.68% active; AID 775;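 active means inhibition above a set limit, placed 3 SD over the median of all compounds, cut at about 26% in these data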;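 further: 0% = nicotinamide-treated wells and 100% = cells grown without nicotinamide; some compounds called inactive have numbers as strong as hits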
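assay system = DeaD-strain S. cerevisiae | measured by = absorbance at 615 nm | probe or stimulus = nicotinamide 1.5 mM | buffer or medium = CSMM-D glucose medium, restrictive | times = 48 h at 30 °C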
NPY Y2 blocker: blocks the human neuropeptide Y Y2 receptor | P49146 | NPY-Y2 expressing cells, antagonist mode | inhibition, % at 2.7 µM | 140,000 tested, 0.99% active | AID 793; in the data active means inhibition above about 17%;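 further: 0% = vehicle with agonist challenge and 100% = reference antagonist with challenge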
Target sequence (P49146 whole entry, looked up): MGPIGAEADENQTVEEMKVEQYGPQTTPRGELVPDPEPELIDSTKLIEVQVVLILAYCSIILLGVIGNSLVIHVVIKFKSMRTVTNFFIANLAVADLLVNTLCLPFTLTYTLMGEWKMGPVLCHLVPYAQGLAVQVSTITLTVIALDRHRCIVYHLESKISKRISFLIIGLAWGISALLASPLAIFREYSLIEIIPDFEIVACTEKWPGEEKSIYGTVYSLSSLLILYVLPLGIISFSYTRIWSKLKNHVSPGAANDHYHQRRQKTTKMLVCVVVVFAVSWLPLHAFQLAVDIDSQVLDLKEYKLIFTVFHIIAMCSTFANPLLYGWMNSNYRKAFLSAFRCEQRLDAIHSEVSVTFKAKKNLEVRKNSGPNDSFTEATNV
BB579 growth dn: reduces growth of yeast BB579 in restrictive medium | S. cerevisiae BB579 growth, OD615, 48 h | inhibition, % at 10 µM | 140,000 tested, 0.51% active | AID 804;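 active means inhibition above a set limit, 3 SD over the mean compound inhibition, cut at about 44% in these data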; further: inactives centre near -24
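test system = yeast BB579 (DeaD) | buffer or medium = restrictive CSMM-D medium | doses = single compound dose of 10 µM, 0.25% DMSO final | times = 4 h preincubation and 48 h exposure at 30 °C | technique = culture absorbance at 615 nm | benchmarks = amphotericin B 10 µg/mL, positive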
Measles CPE: protection of cells from measles virus; protection (pct of control), % at 4 µM; Measles virus-infected cells, CPE protection, absorbance; 140,000 tested, 1.5% active; in the data active means protection mostly above about 24%, no sharp cut-off; inactive means mostly below about 26%; further: some compounds called inactive have numbers as strong as hits
E-sel TNF inh: TNF alpha driven E-selectin expression inhibition; inhibition, % at 2 µM; 120,000 tested, 0.71% active; AID 1246; HUVEC TNFa-induced E-selectin immunofluorescence, high content;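 active means inhibition above the batch mean plus 3 SD, and confirmed as a hit on visual image review, cut at about 43% in these data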;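 further: 0% = TNF-stimulated DMSO wells and 100% = unstimulated control wells; not every result past the cut was called active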
* hit, by the source's call; / = no result given.

nr	smiles	Phagocytosis inh	GALR2 blocker	NPY Y2 blocker	HCT116 bCat-KO	Yeast lifespan up	E-sel TNF inh	BB579 growth dn	PTEN del growth	MRP1 act	Measles CPE
1	C(=C\c1nc(N2CCCC2)c2ccccc2n1)/c1ccccc1	-5	11	11	1.8*	-7	-43	-18	2.2*	-6.1	11
2	O=C(COC(=O)c1sc2ccccc2c1Cl)Nc1ncc(Cl)cc1Cl	1	-3	5	86	0	-2	-3	95	-1.1	0
3	COC(=O)C1=C(C(=O)OC)SC(=C2C(=S)C(C)(C)N(C(=O)CC(C)C)c3ccccc32)S1	0	-4	13	104	-2	7	-13	/	-0.1	5
4	C=CCSc1nnc(NC(=O)c2ccc(S(=O)(=O)NCC3CCCO3)cc2)s1 (centres undefined)	-2	-10	2	87	-1	-14	-38	105	-1.6	8
5	Cc1cc2nc(-c3ccc(SCC(=O)Nc4nccs4)nc3)[nH]c2cc1C	-6	13	2	56	12	1	-10	7	-0.9	9
6	Cc1ccc(Nc2nnc(SC3CCOC3=O)s2)c(C)c1 (centres undefined)	-11	-5	-2	86	-2	1	-50	87	-2.0	13
7	CC(C)CCNc1cc(=O)n(C)c(=O)n1C	0	18	1	95	-13	/	-33	106	-0.8	11
8	COC(=O)c1cc(C(=O)OC)cc(N2C(=O)CN=C2Nc2nc(C)cc(C)n2)c1	10	8	3	89	12	-57	-9	96	-1.6	7
9	O=C(Nc1nc(NC(=O)c2ccco2)n(-c2ccccc2)n1)c1ccccc1	0	12	0	7	-15	-5	-18	11	-4.0	2
10	O=C(c1ccc(NS(=O)(=O)c2ccccc2)cc1)N1CCCC1	0	3	3	101	-10	-30	-29	90	-2.7	2
11	COCCCNC(=O)c1ccc(N(C)S(=O)(=O)c2ccc(OC)cc2)cc1	-1	7	1	100	-1	-33	-22	99	-2.8	10
12	Cc1cc2c(c(N)n1)c(=O)oc1ccccc12	0	-6	2	79	-29	-7	2	92	-3.6	5
13	O=C(Cc1c(C(=O)O)[nH]c2ccccc12)Nc1ccc2c(c1)OCO2	-2	-14	-1	98	-2	/	0	98	-1.6	27
14	CC(=O)c1nn(-c2ccccc2)cc1C(=O)c1ccc(Br)cc1	-3	-4	9	55	0	3	-59	51	-5.1	3
15	CSc1nc2c(c(=O)[nH]1)C(c1ccncc1)C(C(=O)OC(C)C)=C(C)N2 (centres undefined)	/	-3	3	88	-7	15	-28	93	-3.5	18

Screen by screen, from the results shown.
NPY Y2 blocker for entries 5–11, in order: 2, -2, 1, 3, 0, 3, 1
PTEN del growth for entries 5–11, in order: 7, 87, 106, 96, 11, 90, 99

More results follow:
nr	smiles	Phagocytosis inh	GALR2 blocker	NPY Y2 blocker	HCT116 bCat-KO	Yeast lifespan up	E-sel TNF inh	BB579 growth dn	PTEN del growth	MRP1 act	Measles CPE
16	COCC(C)NC(=O)CCSc1nc(-c2ccc(OC)cc2)cc(C(F)(F)F)n1 (centres undefined)	/	18	-2	83	/	11	-23	85	1.1	31
17	COC(=O)c1cn(CCOc2ccccc2F)c2ccccc12	0	-17	10	87	-18	7	-33	74	-0.8	3
18	COc1ccc(N/C=C2\CCOC2=O)cc1	-1	6	1	44	-13	0	-13	54	-1.6	4
19	Cn1cnnc1SCC(=O)NCc1cccc(C(F)(F)F)c1	0	4	-4	97	-2	8	16	92	-3.3	30
20	COC(=O)COc1ccc(C2NC(=O)NC(c3ccccc3)=C2C(C)=O)cc1OC (centres undefined)	0	6	-2	80	-18	5	-20	87	-2.7	5
21	CCNc1cc(Cl)nc(SC)n1	/	-2	25*	92	-23	23	-38	100	-2.3	9
22	CC(=O)c1cccc(NC(=O)CCOc2ccccc2)c1	-2	-4	3	95	-11	13	-43	101	0.9	13
23	Cc1cccc(OCC(=O)OCC(=O)c2c(N)n(C)c(=O)n(C)c2=O)c1C	0	-3	4	97	-2	-24	-24	91	-1.2	6
24	O=C1CCCC/C1=C\Nc1ccc(O)cc1	2	7	3	102	-15	-4	-3	99	0.2	10
25	CC(C)NC(=O)C1CC(=O)N(c2ccc(F)c(Cl)c2)C1 (centres undefined)	1	-7	-1	96	-20	0	-34	106	-0.3	4
26	Cc1ccc(N2C(=O)NC(NC(=O)c3ccc(Cl)cc3)(C(F)(F)F)C2=O)cc1 (centres undefined)	-5	1	10	92	1	6	-37	92	-1.2	6
27	CC(NC(=O)C1CCCN1S(=O)(=O)c1cccc2cccnc12)c1ccccc1 (centres undefined)	0	-4	7	95	-1	9	-32	97	-0.4	4
28	CCN(CC)C(=O)CSc1nc2ccccc2o1	/	-2	4	95	/	4	7	101	0.5	28
29	COCC(O)CSc1nc(C)[nH]c1[N+](=O)[O-] (centres undefined)	2	-1	0	90	-5	37	-39	98	0.0	8
30	O=C(NCCN1CCOCC1)c1nn2c(c1Cl)NC(c1ccccc1)CC2C(F)(F)F (centres undefined)	/	-2	-2	96	-3	-6	-62	94	-1.4	4
31	COc1ccccc1NC(=O)C1=C(C)Nc2nnnn2C1c1cccc(C)c1 (centres undefined)	0	-8	1	54	-5	10	-5	64	-1.8	7
32	O=C(COC(=O)[C@H](Cc1ccccc1)N1C(=O)c2ccccc2C1=O)Nc1ccc2c(c1)OCO2	-1	-3	3	106	-3	-26	0	92	-1.2	10
33	COc1ccc(Cl)cc1NC(=O)CSc1nnc(COc2ccccc2)n1C	5	0	1	98	-8	-19	-18	74	2.0	1
34	CCNC(=S)N/N=C/c1ccc(OCC(=O)Nc2ccc(OC)cc2)c(OC)c1	2	1	4	96	3	3	-45	96	-2.5	2
35	CSc1ncccc1C(=O)OCc1ccc(C#N)cc1	1	7	3	106	-11	3	-97	104	1.6	1
36	CC(C)(C)OC(=O)NCCc1nnc(SCC(N)=O)o1	0	0	2	98	-13	-46	-48	98	-0.4	4
37	Cc1nc(NC(=O)c2oc3ccccc3c2C)sc1C(=O)N(C)C	/	6	1	92	-12	96*	-22	88	-0.6	16
38	Cc1c(NC(=O)CSc2nc3ccccc3[nH]2)c(=O)n(-c2ccccc2)n1C	-1	9	-2	80	-7	/	-29	89	-0.6	6
39	Cc1noc(C)c1COC(=O)CCc1nc2ccccc2c(=O)[nH]1	2	6	0	98	8	-7	7	98	-1.6	11
40	O=C(Nc1ccc2c(c1)OCCO2)c1ccc(S(=O)(=O)N2CCCCC2)cc1	0	6	2	63	-12	/	-10	65	0.0	3
41	CCn1cc(C(=O)OCC(=O)c2cc(C)n(-c3ccccc3F)c2C)c(=O)c2ccc(C)nc21	-3	5	12	81	4	-26	-28	82	-1.6	11
42	CC(=O)c1cc(C(=O)Nc2ccccc2C(=O)O)oc1C	1	0	1	94	-4	-2	-29	94	-4.3	17
43	CCN(CC)C(=O)CSc1nc2ccccc2c(=O)n1CCC(=O)NCc1ccc(F)cc1	0	-8	-2	92	-12	-5	-44	97	-0.9	8
44	CCOc1ccc(Cl)cc1CNCCNCC(C)O (centres undefined)	/	-1	5	87	-13	-11	-7	101	-3.1	1
45	CCCCNC(=O)/C(C#N)=C/c1ccc2c(c1)OCCO2	-5	-1	2	100	0	-5	13	111	-0.9	3
46	Cc1ccc(-c2cc(-c3cccc(F)c3)n[nH]2)c(O)c1	-1	7	-2	38	-10	-8	-11	44	-5.1	25
47	CCS(=O)(=O)Nc1ccc(C(=O)OC)cc1	0	-2	9	91	1	-3	15	90	-0.2	5
48	Cc1ccc(-n2nc(C)c(C(=O)O)n2)c(C)c1	-9	4	16	97	-1	/	-2	97	-1.3	9
49	CC(C)c1ccc2[nH]c(O)c(N=NC(=O)c3cccc(S(=O)(=O)Nc4ccccc4Cl)c3)c2c1	4	-9	7	24	-1	1	-39	20	-4.8	1
50	Cn1c(=O)c2c(nc(-n3ccnc3)n2C)n(C)c1=O	0	1	1	99	0	-5	-68	93	0.3	7
51	Cc1onc(-c2ccccc2)c1C(=O)NCCc1ccc(Cl)cc1	-3	4	0	80	-4	5	-28	92	-1.5	18
52	O=C(NCC12CC3CC(CC(C3)C1)C2)c1nn2cccnc2c1Cl	-3	2	-1	90	-7	17	-28	92	-2.9	2
53	Cc1cc(C)c2cc3c(N)c(C(=O)Nc4c(C)[nH]c(=O)[nH]c4=O)sc3nc2c1	-7	-3	1	46	-1	/	-18	65	-1.5	/
54	CCCn1c(-c2ccc(OC)cc2)nc2c(=O)n(C)c(=O)[nH]c21	-2	-2	-2	106	-24	20	5	105	0.4	17
55	FC(F)(F)c1cc(Sc2ccccc2)nc(-c2ccccn2)n1	/	4	2	39	-2	16	-41	57	-3.0	10

Fetched by structure from the list above (2):
nr	smiles	Phagocytosis inh	GALR2 blocker	NPY Y2 blocker	HCT116 bCat-KO	Yeast lifespan up	E-sel TNF inh	BB579 growth dn	PTEN del growth	MRP1 act	Measles CPE
51	Cc1onc(-c2ccccc2)c1C(=O)NCCc1ccc(Cl)cc1	-3	4	0	80	-4	5	-28	92	-1.5	18
55	FC(F)(F)c1cc(Sc2ccccc2)nc(-c2ccccn2)n1	/	4	2	39	-2	16	-41	57	-3.0	10

Arranged by the number under E-sel TNF inh (high to low): 3 of the compounds above.
entry	smiles	E-sel TNF inh
54	CCCn1c(-c2ccc(OC)cc2)nc2c(=O)n(C)c(=O)[nH]c21	20
55	FC(F)(F)c1cc(Sc2ccccc2)nc(-c2ccccn2)n1	16
49	CC(C)c1ccc2[nH]c(O)c(N=NC(=O)c3cccc(S(=O)(=O)Nc4ccccc4Cl)c3)c2c1	1

Structures from the list above containing a COOH group, in the order listed:
nr	smiles	Phagocytosis inh	GALR2 blocker	NPY Y2 blocker	HCT116 bCat-KO	Yeast lifespan up	E-sel TNF inh	BB579 growth dn	PTEN del growth	MRP1 act	Measles CPE
13	O=C(Cc1c(C(=O)O)[nH]c2ccccc12)Nc1ccc2c(c1)OCO2	-2	-14	-1	98	-2	/	0	98	-1.6	27
42	CC(=O)c1cc(C(=O)Nc2ccccc2C(=O)O)oc1C	1	0	1	94	-4	-2	-29	94	-4.3	17
48	Cc1ccc(-n2nc(C)c(C(=O)O)n2)c(C)c1	-9	4	16	97	-1	/	-2	97	-1.3	9
